From PubChem
bovine MsrA act: activates bovine MsrA enzyme. purified bovine MsrA, absorbance read-out. activation, % at 10.6 µM. 360,000 compounds, 0.3% hits; in the data active = activation above about 7.5%;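 also: 0% = vehicle and 100% = reference activator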
E coli Lon inh: inhibitors of E. coli Lon protease | P0A9M0 | purified E. coli Lon protease, fluorescence polarization | inhibition, % at 7.94 µM | 360,000 compounds, 0.42% hits; in the data active = inhibition above about 13%, passing the limit was not always enough;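 also: 0% = enzyme with probe and DMSO and 100% = no enzyme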
Rin1-Abl PPI inh: human Rin1-Abl interaction inhibition; 360,000 compounds, 0.4% hits; P00519+Q13671; inhibition, % at 7.35 µM; TR-FRET Rin1/Abl binding, biochemical; in the data active = inhibition above about 5%, passing the limit was not always enough
MsrA inh: bovine MsrA inhibition. purified bovine MsrA, absorbance read-out. inhibition, % at 15.5 µM. 360,000 compounds, 0.75% hits; in the data active = inhibition above about 4.5%;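 also: 0% = vehicle wells with enzyme and 100% = reference inhibitor wells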
TbMetRS inhib: blocks T. brucei methionyl-tRNA synthetase activity | purified T. brucei MetRS, ATP depletion, Kinase-Glo luminescence | inhibition, % at 11.9 µM | 360,000 compounds, 0.4% hits;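 active = inhibition above a per-plate cutoff of the control wells' mean inhibition plus 3 SD, cut at about 5.5% in these data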;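 also: 0% = DMSO wells median and 100% = median of wells with control inhibitor compound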
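Measured by: Kinase-Glo luciferase luminescence reporting remaining unconsumed ATP. Material: purified T. brucei MetRS enzyme. Doses: 11.9 µM compound single dose, 0.9% DMSO. Medium: HEPES buffer containing pyrophosphatase, BSA, spermine, DTT. Times: 15 min preincubation, 2 h reaction, all 25 °C. Reagent: methionine, ATP and bulk E. coli tRNA.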
MLLE-PAM2 inh: blocks PAM2 peptide binding to the PABP1 MLLE domain. P11940. GST-MLLE / FITC-PAM2 fluorescence polarization. inhibition, % at 20 µM. 360,000 compounds, 0.36% hits. AID 588489; in the data active = inhibition above about 35%, passing the limit was not always enough;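 also: plate controls were DMSO wells with GST-MLLE for no effect and wells lacking GST-MLLE protein for full effect; some results filed as inactive read as strong as hits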
Target sequence (P11940 whole entry, looked up, the tested form may be a part): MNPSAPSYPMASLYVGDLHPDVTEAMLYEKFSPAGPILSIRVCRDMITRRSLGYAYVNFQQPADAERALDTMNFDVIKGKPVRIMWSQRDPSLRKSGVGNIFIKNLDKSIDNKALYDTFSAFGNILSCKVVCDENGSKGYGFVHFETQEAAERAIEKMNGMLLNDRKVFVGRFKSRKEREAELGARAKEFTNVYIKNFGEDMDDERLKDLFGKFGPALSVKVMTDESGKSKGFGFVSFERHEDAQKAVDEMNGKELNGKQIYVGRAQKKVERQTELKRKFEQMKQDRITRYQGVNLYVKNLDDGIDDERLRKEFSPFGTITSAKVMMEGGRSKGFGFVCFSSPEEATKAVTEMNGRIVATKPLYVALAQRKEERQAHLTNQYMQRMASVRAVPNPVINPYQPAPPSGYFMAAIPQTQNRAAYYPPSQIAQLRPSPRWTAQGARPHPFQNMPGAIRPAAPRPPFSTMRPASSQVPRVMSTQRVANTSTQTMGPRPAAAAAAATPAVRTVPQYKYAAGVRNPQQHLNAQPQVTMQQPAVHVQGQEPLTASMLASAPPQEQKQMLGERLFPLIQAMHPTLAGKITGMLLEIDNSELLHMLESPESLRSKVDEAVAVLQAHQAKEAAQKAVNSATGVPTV
Neddyl block: cullin neddylation inhibition. 360,000 compounds, 0.58% hits. TR-FRET cullin neddylation, biochemical. P61081+Q13564. calls only at 25 µM; in the data active = inhibition above about 36%
FAS-TE inh: FAS thioesterase (human) inhibition. recombinant FAS-TE, OMFH fluorogenic substrate, fluorescence endpoint. 360,000 compounds, 0.67% hits. inhibition, % at 15 µM. P49327;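 active = compounds whose normalised, plate-corrected inhibition of enzyme fluorescence in the single-dose primary screen is 50% or more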;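 also: 0% = DMSO with enzyme and 100% = substrate without enzyme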
CSN deneddyl inh: blocks human CSN-mediated cullin deneddylation; Purified CSN, SCF-Nedd8-OG deneddylation, fluorescence polarization; 360,000 compounds, 0.38% hits; Q92905; AID 651999; inhibition, % at 12.5 µM;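 active = pattern-corrected inhibition above about 35%, with an unprinted fluorescence ratio check between 0.5 and 1.5, limit read from the data, passing the limit was not always enough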;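 also: 0% = enzyme with substrate and 100% = substrate without enzyme; some results filed as inactive read as strong as hits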
Target sequence (Q92905 whole entry, looked up, one chain of several): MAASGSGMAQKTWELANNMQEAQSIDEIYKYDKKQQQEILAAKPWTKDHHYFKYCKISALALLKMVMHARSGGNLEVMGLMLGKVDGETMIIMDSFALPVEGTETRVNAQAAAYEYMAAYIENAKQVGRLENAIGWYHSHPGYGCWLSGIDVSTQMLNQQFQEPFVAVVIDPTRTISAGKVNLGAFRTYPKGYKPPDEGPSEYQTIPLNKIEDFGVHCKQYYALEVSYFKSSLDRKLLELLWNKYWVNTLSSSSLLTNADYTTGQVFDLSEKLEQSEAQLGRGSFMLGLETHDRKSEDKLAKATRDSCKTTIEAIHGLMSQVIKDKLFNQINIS
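assay system = purified human Csn5 enzyme expressed in HEK293T cells | amount = 0.24 nM enzyme | buffer or medium = Tris/NaCl/DTT buffer, pH 7.5 | reagent = 10 nM SCFSkp2-Nedd8OG | compound = one concentration, 12.5 µM, 0.25% DMSO | times = 90 min reaction at room temperature | signal = FP | read-out basis = % inhibition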
Numbers without * were called inactive; i = inactive; nt = no result given; + = active, no number. No enrichment for hits, and some 4% of all compounds hit somewhere here.

SMILES | bovine MsrA act | E coli Lon inh | Rin1-Abl PPI inh | MsrA inh | TbMetRS inhib | MLLE-PAM2 inh | Neddyl block | FAS-TE inh | CSN deneddyl inh
CC(O)c1ccc(Oc2cnccn2)cc1 (configuration not stated) | -5 | 0 | -1 | 0.1 | -0.9 | -10 | i | -4 | -1
Cc1cc(Cl)ccc1C(=O)C1CCCN(C(=O)CN2CCOC2=O)C1 (configuration not stated) | -1 | -8 | -3 | 0.3 | 0.0 | -9 | i | -5 | -4
CCN(Cc1ccncc1)C(=O)CCc1nnc(CCc2ccc(OC)cc2)o1 | -5 | -3 | 6 | -0.7 | -0.5 | 0 | i | -8 | 4
Fc1ccccc1CSc1ncnc2c1ncn2C1CCCCO1 (configuration not stated) | -2 | -9 | 3 | 0.5 | -0.2 | 0 | i | -41 | 2
O=C(NCc1ccc(Cl)c(Cl)c1)c1cc(C2CCCCN2C(=O)C2CCCCC2)on1 (configuration not stated) | -1 | 3 | -1 | 0.9 | -0.3 | -8 | i | 19 | -1
O=C(C1CC1)N1N=C(c2ccccc2)CC1(O)C(F)(F)F (configuration not stated) | 2 | -15 | -2 | -0.7 | -0.3 | -1 | i | 1 | -2
CCOC(=O)N/N=C1\CC(C)CC(C)(C)C1 (configuration not stated) | -2 | 0 | 0 | 1.3 | 0.1 | -4 | i | -10 | -5
CC1(c2ccccc2)NC(=O)N(CC(=O)Nc2cccc(/C=C/c3ccccn3)c2)C1=O (configuration not stated) | -11 | -5 | -3 | 0.6 | -0.6 | -13 | i | 4 | -3
CCN1CCN(c2ccc(S(=O)(=O)N3CCCCC3)cc2NC(=O)c2cccc(F)c2)CC1 | -1 | -9 | -4 | 0.4 | -0.5 | -2 | i | -5 | 3
CCOc1cccc(CN2CCN(CCc3ccccc3)C(CCO)C2)c1O (configuration not stated) | -9 | -3 | 3 | 0.1 | -1.3 | -10 | i | -8 | -7
Cc1cc(C(=O)N2CCN(c3ccccn3)CC2)no1 | -3 | 3 | -2 | 0.5 | 0.1 | -4 | i | -5 | 1
CCOC(=O)[C@@H]1CSCCS(=O)(=O)N1Cc1ccccc1Br | -7 | -9 | -2 | 0.7 | -0.4 | 5 | i | 1 | -5
Nc1ccn([C@@H]2O[C@H](CNCc3ccc(-c4cc(C(F)(F)F)ccc4Cl)o3)[C@@H](O)[C@H]2O)c(=O)n1 | -8 | -6 | -3 | 0.5 | 0.8 | -7 | i | -8 | 1
CCc1c(C(=O)NNC(=O)Nc2ccc3c(c2)OCO3)csc1C | 5 | 14 | 2 | -0.9 | -0.5 | 3 | i | -1 | 2
Cc1ccc(S(=O)(=O)N(C)c2ccccc2)cc1 | -2 | -11 | -1 | -0.1 | 0.2 | -4 | i | 4 | 2
O=C(Nc1cccc(OC(F)(F)F)c1)C1Cc2c(-c3ccco3)ccnc2O1 (configuration not stated) | -1 | 3 | 5 | -0.1 | 0.0 | -10 | i | 29 | 2
CC(=O)Nc1ccc2c(c1)nc1n2CCOC1 | 0 | -9 | -2 | -0.3 | 0.0 | 8 | i | -4 | -7
O=C(NCc1ccco1)c1cccc2c(-c3ccc(F)c(F)c3)coc12 | -1 | -6 | -2 | -0.6 | -0.2 | 8 | i | 25 | -1
CCC(=O)Nc1ccc(S(=O)(=O)NC[C@H]2O[C@@H](n3cc(C)c(=O)[nH]c3=O)C[C@@H]2O)cc1 | -1 | -6 | 0 | -0.5 | 0.2 | 6 | i | -8 | 1
CC12CCC(=O)N1C(C(=O)Nc1ccccc1N1CCCC1)CS2 (configuration not stated) | -7 | 0 | 2 | 0.0 | -0.2 | 15 | i | -7 | -1

Reprinted at random: 2 records from the list.
SMILES | bovine MsrA act | E coli Lon inh | Rin1-Abl PPI inh | MsrA inh | TbMetRS inhib | MLLE-PAM2 inh | Neddyl block | FAS-TE inh | CSN deneddyl inh
CCOC(=O)N/N=C1\CC(C)CC(C)(C)C1 (configuration not stated) | -2 | 0 | 0 | 1.3 | 0.1 | -4 | i | -10 | -5
CC(O)c1ccc(Oc2cnccn2)cc1 (configuration not stated) | -5 | 0 | -1 | 0.1 | -0.9 | -10 | i | -4 | -1

(next part)
SMILES | bovine MsrA act | E coli Lon inh | Rin1-Abl PPI inh | MsrA inh | TbMetRS inhib | MLLE-PAM2 inh | Neddyl block | FAS-TE inh | CSN deneddyl inh
Cc1ccc(NC(=O)CSc2nncn2-c2ccccn2)cc1Cl | -1 | 2 | 2 | -1.3 | 0.1 | -8 | i | 2 | -2
Cc1ccc(S(=O)(=O)N2CCC(C(=O)Nc3ncccc3O)CC2)cc1 | -3 | -5 | 2 | -0.6 | -0.4 | 9 | i | -2 | 1
CSc1ccc(/C=N/S(=O)(=O)c2ccccc2)cc1 | -1 | 1 | 0 | -0.9 | -0.5 | 7 | i | -5 | 2
CC(C)c1cc(C(=O)N2CCCC(CCC(=O)NCc3ccccc3F)C2)n(C)n1 (configuration not stated) | -3 | 4 | -5 | 0.7 | -0.2 | 5 | i | -1 | -5
CCOC(=O)N1CCN(C(=O)Cc2ccc(-n3c(=S)[nH]c4ccccc4c3=O)cc2)CC1 | -3 | 4 | -5 | nt | 0.3 | 12 | i | -2 | 7
CCOC(=O)c1cc(-c2ccccc2)n(CCC(=O)N2CCN(c3ccc(OC)cc3)CC2)c1C | -1 | -4 | -2 | 1.6 | 0.1 | 6 | i | 23 | 1
COc1ccc2oc(C(=O)OC/C(O)=C(\C#N)c3nc4ccccc4[nH]3)c(C)c2c1 | -2 | -15 | -2 | 0.4 | 1.5 | -48 | i | -12 | 10
CSc1nsc(SC)c1NC(=O)OCCc1ccccn1 | -10 | 0 | 0 | 0.4 | -1.2 | 20 | i | -7 | -1
COc1cccc(Nc2ncccc2C(=O)O)c1 | -8 | -9 | 4 | 1.1 | -1.1 | 9 | i | -9 | -5
c1ccc(Cn2nnc3c(N4CCN(Cc5ccc6c(c5)OCO6)CC4)ncnc32)cc1 | -3 | 1 | 2 | 0.1 | -0.4 | 6 | i | -85 | 3
CCS(=O)(=O)Nc1cccc(-c2nc3cccnc3s2)c1C | -2 | -1 | -2 | 2.4 | -0.7 | 1 | i | -3 | -3
CCn1cc(Br)c(C(=O)Nc2ccc(Cl)cc2Cl)n1 | -3 | 1 | -4 | 0.5 | 1.4 | 10 | i | 20 | 4
COc1ccc(C(CNC(=O)c2ccc(S(=O)(=O)Nc3ccccc3C)cc2)N2CCOCC2)cc1 (configuration not stated) | 1 | 11 | -7 | -0.6 | -0.5 | 3 | i | -1 | 3
O=C(O/N=C1\CCCc2ccccc21)c1ccc(F)cc1 | -5 | 4 | 0 | -0.8 | -1.0 | 13 | i | -2 | 0
Cc1ccc(S(=O)(=O)/N=C(\N)c2ccc(F)cc2)cc1 | -1 | 4 | -1 | 1.7 | -0.6 | 4 | i | 2 | -4
CCc1ccc(S(=O)(=O)Nc2cc3c(cc2N2CCOCC2)n(C)c(=O)c(=O)n3C)cc1 | -4 | 5 | 2 | 1.1 | -0.6 | 1 | i | -50 | 1
COc1ccc(/C=N/Nc2nccnc2Cl)cc1 | -5 | 5 | -2 | 4.7* | -3.2 | -12 | i | -8 | 4
Cc1cccc(CCNC(=O)CCCOc2cc(=O)n(C)c3ccccc23)c1 | -1 | -8 | 0 | 2.0 | -0.4 | 1 | i | 2 | 6
CC1CC(C)CN(C(=O)COC(=O)c2ccc(N3CCCC3=O)cc2)C1 (configuration not stated) | -2 | -2 | 4 | -0.3 | 0.2 | 28 | i | -2 | -3
COc1ccccc1NC(=O)c1ccccc1NC(=O)c1ccccc1C(=O)O | -6 | -9 | 2 | -0.8 | -1.1 | -2 | i | -8 | 8
CCCCSCc1[nH]c(=O)[nH]c1C(=O)CCCCC(=O)OCC | 1 | -7 | 48* | 1.0 | -0.1 | 23 | i | -2 | 0
CN(c1ccc(C(=O)O)cc1)S(=O)(=O)c1ccc(Cl)cc1 | -9 | -4 | -2 | 0.1 | -1.2 | -16 | i | -4 | 5
O=S(=O)(Nc1ccc(N2CCOCC2)nn1)c1ccccc1 | 2 | -8 | 1 | 1.0 | -0.4 | 12 | i | -3 | -2
O=C(COc1ccc(F)cc1)N(c1ccccn1)C1CCCCC1 | -5 | -5 | 1 | 0.2 | -0.8 | 7 | i | -2 | -2
CCCCCCC=C1CCC(CN2CCCC2)C1=O (configuration not stated) | -15 | -5 | 4 | -1.4 | -1.5 | 23 | i | -1 | 16
COc1ccc2[nH]cc(CCNC(=O)/C=C/[C@H]3O[C@@H](n4cnc5c(NC(=O)c6ccccc6)ncnc54)[C@H](O)[C@@H]3O)c2c1 | -4 | 4 | 2 | 2.7 | -0.8 | -1 | i | -6 | 0
CCOC(=O)Cc1nnc(NC(=O)C(CC)Sc2nncn2C)s1 (configuration not stated) | -6 | -3 | -2 | -0.4 | -0.9 | 18 | i | -6 | -2
CCn1c(COc2cccc(C)c2)nnc1SCC(=O)CC(=O)Nc1ccccc1OC | -12 | -9 | -1 | 0.0 | -1.4 | -80 | i | -1 | 26
NC(=O)CSc1nnc2ccc(-c3ccc(Cl)cc3)nn12 | -5 | -10 | -4 | -0.1 | -1.0 | -71 | + | -3 | -2
CCc1nc2c(OCCOc3ccc(F)cc3)cccn2c1N(C)C(=O)c1cccs1 | -1 | -4 | -2 | 0.7 | -0.2 | -11 | i | -3 | -3
O=C(O)Cn1nc(C(F)(F)F)c2c1CCCC2 | -3 | 1 | 1 | 0.1 | -1.0 | 1 | i | -1 | -10
COc1ccc(C(=O)CCN2CCCC(C)C2)cc1 (configuration not stated) | -5 | -1 | 3 | 0.1 | -0.7 | 41* | i | -8 | 0
CSCC[C@H](NC(=O)[C@@H]1CSC2c3ccccc3C(=O)N21)C(=O)N1CCC[C@H]1CO (some centres not stated) | -1 | 2 | -4 | 0.3 | 0.3 | 16 | i | -3 | 1
CSc1ccccc1NC(=O)Nc1cccc(Cl)c1Cl | 0 | -2 | -3 | 0.7 | -0.3 | -2 | i | -14 | -3
COc1ccc(CCNc2nc(C)c(C(C)=O)s2)cc1OC | -1 | 3 | -3 | nt | -0.5 | 40* | i | -7 | 0
CCOC(=O)CSc1nc(-c2ccccc2)nc2ccc(C)cc12 | -5 | -1 | 4 | 0.6 | -0.5 | 2 | i | 22 | -8

Exported in CSV form: part of the list above.
SMILES,bovine MsrA act,E coli Lon inh,Rin1-Abl PPI inh,MsrA inh,TbMetRS inhib,MLLE-PAM2 inh,Neddyl block,FAS-TE inh,CSN deneddyl inh
CCOC(=O)Cc1nnc(NC(=O)C(CC)Sc2nncn2C)s1 (configuration not stated),-6,-3,-2,-0.4,-0.9,18,i,-6,-2
CCCCCCC=C1CCC(CN2CCCC2)C1=O (configuration not stated),-15,-5,4,-1.4,-1.5,23,i,-1,16
CCc1nc2c(OCCOc3ccc(F)cc3)cccn2c1N(C)C(=O)c1cccs1,-1,-4,-2,0.7,-0.2,-11,i,-3,-3
O=C(O)Cn1nc(C(F)(F)F)c2c1CCCC2,-3,1,1,0.1,-1.0,1,i,-1,-10
CN(c1ccc(C(=O)O)cc1)S(=O)(=O)c1ccc(Cl)cc1,-9,-4,-2,0.1,-1.2,-16,i,-4,5
CSCC[C@H](NC(=O)[C@@H]1CSC2c3ccccc3C(=O)N21)C(=O)N1CCC[C@H]1CO (some centres not stated),-1,2,-4,0.3,0.3,16,i,-3,1
